From PubChem
BioA inh: BioA (M. tuberculosis) enzyme inhibition; purified M. tuberculosis BioA enzyme, plate reader; inhibition, % at 9.99 µM; hit rate 0.096% among 360,000; in the data active = inhibition above about 40%
Active calls of the source: *.

SMILES | BioA inh
C[C@H](CO)N1C[C@H](C)[C@H](CN(C)C(=O)Nc2cccc3ccccc23)Oc2ccc(NC(=O)Nc3cccc4ccccc34)cc2CC1=O | -0.8
CN(C)C(=O)C[C@H]1CC[C@H](NC(=O)C2CC2)[C@@H](CO)O1 | 3.4
CC(=O)N(C)C[C@@H]1Oc2cc(-c3ccc(C)cc3)ccc2S(=O)(=O)N([C@@H](C)CO)C[C@H]1C | -1.9
COc1ccc(C#Cc2ccc3c(c2)[C@H]2[C@H](CCN2C(=O)C2CC2)[C@@H](CO)N3)cc1 | -4.2
O=C(C[C@H]1CC[C@H]2[C@@H](COC[C@H](O)CN2S(=O)(=O)c2cccc(Cl)c2)O1)NCCCN1CCOCC1 | -1.3
CCCC#Cc1ccc2c(c1)O[C@@H](CN(C)C(=O)Nc1ccccc1F)[C@@H](C)CN([C@@H](C)CO)S2(=O)=O | 0.7
C[C@H](NC(=O)C[C@H]1CC[C@@H](NC(=O)Nc2ccc3c(c2)OCO3)[C@H](CO)O1)c1ccccc1 | 5.8
CCCN1[C@H](C(=O)N2CCCCC2)[C@@H](CO)[C@@H]2Cn3c(ccc(-c4ccccc4F)c3=O)[C@@H]21 | 2.6
COc1cccc(C(=O)Nc2ccc3c(c2)C(=O)N(C)C[C@H](OC)[C@H](C)CN(C(C)=O)[C@H](C)CO3)c1 | 0.9
CO[C@@H]1CN(C)C(=O)c2cc(NC(=O)Nc3ccc(C(F)(F)F)cc3)ccc2OC[C@H](C)NC[C@H]1C | 3.4
COc1ccc(S(=O)(=O)Nc2ccc3c(c2)C(=O)N([C@@H](C)CO)C[C@@H](C)[C@H](CN(C)C)OCCCC[C@@H](C)O3)cc1 | -0.1
CCCN1C[C@@H](C)[C@@H](OC)CN(C)C(=O)c2ccc(NS(=O)(=O)c3cn(C)cn3)cc2OC[C@H]1C | -2.2
O=S(=O)(c1ccccc1)N1CCCCN2[C@@H](CO)[C@@H](c3ccc(C#Cc4cccnc4)cc3)[C@@H]2C1 | -1.7
CC(=O)Nc1ccc2c(c1)C(=O)N(C)[C@H]1CC[C@@H](CC(=O)Nc3cn(C)nc3C)O[C@@H]1CO2 | 4.9
COc1ccc(S(=O)(=O)N(C)C[C@H]2Oc3c(NC(=O)C4CCCCC4)cccc3C(=O)N([C@H](C)CO)C[C@H]2C)cc1 | -1.4
C[C@H]1CN([C@@H](C)CO)S(=O)(=O)c2ccc(C3=CCCC3)cc2O[C@H]1CN(C)C(=O)c1ccc(F)cc1 | -1.6
C[C@@H]1CN([C@H](C)CO)C(=O)c2cc(N(C)C)ccc2O[C@@H](C)CCCCO[C@H]1CN(C)S(=O)(=O)c1ccc(F)cc1 | -1.3
O=C(N[C@@H]1CC[C@@H](CC(=O)N2CCN(c3ccccc3)CC2)O[C@H]1CO)c1ccccc1 | 0.3
CNC[C@H]1Oc2ccc(NC(=O)Nc3c(C)noc3C)cc2C(=O)N([C@H](C)CO)C[C@@H]1C | -2.2
C[C@@H]1CN([C@H](C)CO)S(=O)(=O)c2ccc(-c3cccc(F)c3)cc2O[C@H]1CN(C)C | 3.7
COCC(=O)N1CC[C@@H]2[C@H]1c1cc(-c3ccc(C#N)cc3)ccc1N[C@@H]2CO | 3.8
O=C(O)C[C@@H]1CC[C@@H](NC(=O)Nc2ccccc2)[C@@H](CO)O1 | -0.1
C[C@H](NC(=O)C[C@H]1C[C@H]2c3cc(NC(=O)Nc4ccc(C(F)(F)F)cc4)ccc3O[C@H]2[C@H](CO)O1)c1ccccc1 | -0.7
CCCN(C)C[C@@H]1Oc2cc(-c3cccnc3)ccc2S(=O)(=O)N([C@H](C)CO)C[C@@H]1C | -0.2
CO[C@@H]1CN(C)C(=O)c2cc(NS(C)(=O)=O)ccc2OC[C@@H](C)N(C)C[C@H]1C | -0.3

Continuation:
SMILES | BioA inh
CNC[C@@H]1Oc2cc(-c3ccc(C(=O)N(C)C)cc3)ccc2S(=O)(=O)N([C@H](C)CO)C[C@H]1C | 2.4
CN1C(=O)c2cc(NC(=O)Nc3ccccc3Cl)ccc2OC[C@H]2O[C@@H](CC(=O)NCCCN3CCOCC3)CC[C@H]21 | 1.6
O=C(N[C@H]1CC[C@H](CCNS(=O)(=O)c2ccccc2)O[C@H]1CO)c1cccnc1 | -0.3
CNC[C@H]1Oc2c(NC(=O)Nc3c(C)noc3C)cccc2C(=O)N([C@H](C)CO)C[C@@H]1C | -0.5
CC=Cc1ccc2n(c1=O)C[C@H]1[C@H](CO)[C@@H](C(=O)NCC3CCCCC3)N(C(=O)CC)[C@@H]21 (mixture of isomers) | -1.6
Cn1cnc(CCNC(=O)C[C@H]2CC[C@H]3[C@@H](COC[C@H](O)CN3C(=O)Nc3ccccc3)O2)c1 | 1.0
C[C@@H]1CN([C@@H](C)CO)C(=O)c2cc(NC(=O)c3ccncc3)ccc2O[C@@H]1CN(C)C(=O)Nc1ccc2c(c1)OCO2 | 3.5
CCC(=O)Nc1ccc2c(c1)OC[C@@H](C)N(C(=O)Cc1cccnc1)C[C@@H](C)[C@H](OC)CN(C)C2=O | 9.0
COCC(=O)Nc1ccc2c(c1)OC[C@@H](C)N(Cc1ccccn1)C[C@@H](C)[C@H](OC)CN(C)C2=O | 0.0
O=C(C[C@H]1C=C[C@H](NC(=O)Nc2ccc(F)cc2)[C@H](CO)O1)NCc1ccccn1 | 2.4
C[C@@H]1CCCCO[C@@H](CN(C)S(=O)(=O)c2ccc(Cl)cc2)[C@H](C)CN([C@H](C)CO)C(=O)c2cc(NS(C)(=O)=O)ccc2O1 | -0.6
COc1ccc(NC(=O)N(C)C[C@@H]2Oc3ccc(NS(=O)(=O)c4ccc(OC)cc4)cc3C(=O)N([C@H](C)CO)C[C@@H]2C)cc1 | 10.1
COc1ccccc1-c1ccc2c(c1)O[C@@H](CN(C)S(=O)(=O)c1ccccc1)[C@H](C)CN([C@@H](C)CO)S2(=O)=O | -2.7
C[C@@H]1CN([C@@H](C)CO)C(=O)c2cc(NS(C)(=O)=O)ccc2O[C@H]1CN(C)Cc1ccc(C(F)(F)F)cc1 | -0.9
C[C@@H]1CCCCO[C@@H](CN(C)C(=O)Cc2ccccc2)[C@H](C)CN([C@H](C)CO)C(=O)c2cc(NC(=O)C3CCCCC3)ccc2O1 | 1.1
C[C@@H]1CN([C@@H](C)CO)C(=O)c2cc(NC(=O)Nc3ccccc3)ccc2O[C@H]1CN(C)S(=O)(=O)c1cn(C)cn1 | 0.5
O=C(C1CC1)N1CCCCN2[C@H](CO)[C@@H](c3ccc(C#CC4CC4)cc3)[C@H]2C1 | -1.7
CN(C)CCCNC(=O)C[C@H]1C=C[C@@H](NS(=O)(=O)c2ccccc2)[C@H](CO)O1 | -0.9
COc1ccccc1-c1ccc2c(c1)O[C@@H](CN(C)Cc1ccc3c(c1)OCO3)[C@@H](C)CN([C@H](C)CO)S2(=O)=O | 2.1
CN(C)c1ccc2c(c1)[C@H]1C[C@@H](CC(=O)NCc3ccc(Cl)cc3)O[C@@H](CO)[C@H]1O2 | 0.3
O=C(NC1CCCCC1)[C@@H]1[C@@H](CO)[C@@H]2Cn3c(cccc3=O)[C@@H]2N1CCc1ccccc1 | 5.5
CCCNC(=O)C[C@@H]1CC[C@H]2[C@H](COc3ccc(NS(=O)(=O)c4ccccc4C)cc3C(=O)N2C)O1 | 1.7
C[C@@H]1CN([C@H](C)CO)C(=O)c2cc(NC(=O)Nc3ccc(F)cc3)ccc2O[C@@H](C)CCCCO[C@H]1CN(C)S(C)(=O)=O | 0.8
C[C@H](CO)N1C[C@H](C)[C@H](CN(C)Cc2ccc(Cl)c(Cl)c2)Oc2ccc(NC(=O)Nc3cccc4ccccc34)cc2C1=O | -1.9
Cc1ccc(S(=O)(=O)NCC[C@@H]2CC[C@@H](NC(=O)c3ccccn3)[C@@H](CO)O2)cc1 | 2.0

(cont.)
SMILES | BioA inh
COCC(=O)N(C)C[C@H]1Oc2ncc(C#Cc3cccnc3)cc2C(=O)N([C@@H](C)CO)C[C@@H]1C | 5.2
C[C@@H]1CN([C@@H](C)CO)C(=O)c2cc(NC(=O)NC3CCCCC3)ccc2O[C@H]1CN(C)C(=O)Nc1ccc(C(F)(F)F)cc1 | 0.2
CO[C@H]1CN(C)C(=O)c2ccc(NC(C)=O)cc2OC[C@@H](C)N(Cc2ccccc2F)C[C@@H]1C | 2.2
C[C@@H]1CN([C@H](C)CO)S(=O)(=O)c2ccc(C3=CCCCC3)cc2O[C@@H]1CN(C)Cc1ccccn1 | 0.4
O=C(C[C@@H]1CC[C@@H]2[C@H](COC[C@@H](O)CN2C(=O)Nc2ccc(Cl)c(Cl)c2)O1)NCc1ccccc1 | 3.6
Cc1ccc(S(=O)(=O)N[C@H]2CC[C@H](CCNC(=O)C3CC3)O[C@@H]2CO)cc1 | -2.9
CC(=O)N(C)C[C@H]1Oc2cc(C#Cc3ccccc3F)ccc2S(=O)(=O)N([C@@H](C)CO)C[C@H]1C | 2.0
CCS(=O)(=O)N1CCCCN2[C@H](CO)[C@H](c3ccc(C#Cc4ccccn4)cc3)[C@@H]2C1 | -2.9
O=C(Cc1ccncc1)NCC[C@@H]1CC[C@H](NC(=O)C2CCC2)[C@@H](CO)O1 | -0.9
C[C@@H]1CCCCO[C@@H](CN(C)S(C)(=O)=O)[C@@H](C)CN([C@@H](C)CO)C(=O)c2cc(NC(=O)CCCN(C)C)ccc2O1 | -1.6
COc1cccc(S(=O)(=O)N2CCCCN3[C@H](C2)[C@@H](c2ccc(-c4cncnc4)cc2)[C@@H]3CO)c1 | -4.1
C[C@H](CO)N1C[C@H](C)[C@H](CN(C)S(=O)(=O)c2ccc(Cl)cc2)Oc2c(NC(=O)Nc3ccc(F)cc3)cccc2C1=O | -3.6
COc1ccc(CN(C)C[C@H]2OCCCC[C@H](C)Oc3ccc(NS(=O)(=O)c4ccccc4)cc3C(=O)N([C@@H](C)CO)C[C@H]2C)cc1 | 1.3
CC(C)NC(=O)Nc1ccc2c(c1)CC(=O)N([C@@H](C)CO)C[C@H](C)[C@H](CN(C)S(C)(=O)=O)O2 | -1.0
O=C(N[C@H]1C=C[C@H](CC(=O)N2CCCCC2)O[C@H]1CO)c1ccc2c(c1)OCO2 | -2.1
O=C(N[C@H]1CC[C@@H](CCNS(=O)(=O)c2cccc(Cl)c2)O[C@@H]1CO)c1ccccc1 | 9.7
C[C@@H]1CN([C@@H](C)CO)C(=O)c2cc(NC(=O)C3CCCCC3)ccc2O[C@@H](C)CCCCO[C@@H]1CN(C)C(=O)c1ccncc1 | -1.3
Cc1noc(C)c1NC(=O)Nc1cccc2c1O[C@H](CN(C)Cc1ccccc1)[C@H](C)CN([C@H](C)CO)C2=O | -0.1
Cc1noc(C)c1NC(=O)Nc1cccc2c1O[C@@H](CN(C)C(=O)Nc1ccccc1)[C@@H](C)CN([C@@H](C)CO)C2=O | 2.3
N#C[C@H]1N[C@H](CO)[C@H]1c1ccc(C#Cc2cccnc2)cc1 | -1.7
C[C@@H]1CN([C@H](C)CO)C(=O)Cc2cc(NC(=O)Nc3ccccc3)ccc2O[C@H]1CN(C)S(=O)(=O)c1cn(C)cn1 | -3.0
COc1ccc(-c2ccc3c(c2)O[C@@H](CN(C)C(=O)c2ccccc2F)[C@H](C)CN([C@H](C)CO)S3(=O)=O)cc1 | 1.5
C[C@@H]1CCCCO[C@@H](CN(C)CC2CC2)[C@H](C)CN([C@@H](C)CO)C(=O)c2cc(NS(=O)(=O)c3ccc(F)cc3)ccc2O1 | -0.4
C[C@@H]1CN([C@H](C)CO)C(=O)Cc2cc(NC(=O)CCC(F)(F)F)ccc2O[C@H]1CN(C)C | 4.0
CC(C)NC(=O)Nc1ccc2c(c1)C(=O)N([C@H](C)CO)C[C@@H](C)[C@@H](CN(C)C(=O)CCC(F)(F)F)OCCCC[C@H](C)O2 | 0.1

More records follow.
SMILES | BioA inh
COc1ccccc1-c1cnc2c(c1)C(=O)N([C@@H](C)CO)C[C@H](C)[C@H](CN(C)Cc1cncnc1)O2 | 0.6
C[C@@H]1CN([C@H](C)CO)C(=O)c2cccc(NS(=O)(=O)c3cn(C)cn3)c2O[C@H]1CN(C)Cc1ccc2c(c1)OCO2 | -0.2
O=C(C1CC1)N1CC[C@@H]2[C@@H](CO)Nc3ccc(Br)cc3[C@@H]21 | 10.7
CC(=O)N1[C@H](CO)[C@H]2c3ccccc3N(C(=O)c3ccccc3)C[C@H]21 | -0.2
C[C@H](CO)N1C[C@H](C)[C@@H](CN(C)Cc2cccc(C(=O)O)c2)Oc2ncc(/C=C/c3ccccc3)cc2C1=O | -1.7
CCCN(C)C[C@@H]1Oc2cc(C#C[C@H](C)O)ccc2S(=O)(=O)N([C@@H](C)CO)C[C@@H]1C | 0.5

Only part of the results is shown; count on the stated rates, not on these rows.
